Ub-GFP proteasome – inhibits proteasome, raising ubiquitin-GFP reporter fluorescence; Potency, µM (top dose mostly 45.9 µM), for inactives: at the highest dose activation (GFP accumulation), usual class: activators; Ubiquitin-GFP reporter cells, proteasome inhibition, GFP fluorescence; response scale: untreated = 0%, 10 µM MG-132 = 100%; 67,000 tested, under 10 active; active means well fitted activation curve with a large enough effect, not every such curve was filed as active; inconclusive means small, poorly fitted or top-dose-only effect, or another doubt; inactive means no such curve, though single readings can be large or run the other way; further: potency means the concentration at half of the fitted maximal effect
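Proteasome block read as GFP accumulation: ubiquitin(G76V)-GFP U2OS cells exposed to compound (2.9 nM–46 uM) for 4 hr at 37 C. Normalization used untreated cells as 0% and 10 uM MG-132 as 100%; concentration-response curves fitted.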
BRCT inh red – BRCT-phosphoprotein interaction inhibition (red fluorophore). BRCT-phosphopeptide binding, red fluorescence polarization. 75,000 tested, 0.03% active. Potency, µM (doses to about 76.9 µM), inactives show top-dose activity change, negative = inhibition, most hits filed as inhibitors; further: on the % scale 0 is the no-effect control and ±100 the full control effect
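Rhodamine-labelled pBACH1 10-mer (100 nM) bound to BRCT domain (100 nM) at pH 7.3; compounds incubated 12 min room temperature, polarization read. Free peptide defines full inhibition; unlabelled decapeptide titrated as control.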
Epigenetic mod – derepresses silenced GFP locus in mouse C127i cells; mouse C127i GFP locus derepression, cytometry, 30 h; Potency, µM (highest dose often 46.1 µM), without a hit: top-dose GFP derepression (activation); 68,000 tested, 0.09% active; AID 597; further: % of control where 0% means no effect
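Derepression screen: silenced CMV-GFP reporter in murine C127i cells, 30 h compound incubation at 37 C, washed cells imaged by laser-scanning cytometer to enumerate GFP-expressing objects of 20 to 120 um.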
Casp1 inh – caspase-1 (human) inhibition, allosteric or competitive; Caspase-1 enzyme, Ac-WEHD-AFC fluorogenic rate; Potency, µM (doses to about 57.5 µM), for inactives: at the highest dose activity change, negative = inhibition, most hits filed as inhibitors; 75,000 tested, 0.03% active; AID 900;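 further: potency means the concentration at half of the fitted maximal effect; plate controls were vehicle for no effect and no substrate for full effect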
Caspase-7 inhib – allosteric or competitive inhibitors of human caspase-7; P55210; 75,000 tested, 0.02% active; AID 889; Potency, µM (top dose mostly 57.5 µM), for inactives: top-dose activity change, negative = inhibition, usual class: inhibitors; recombinant caspase-7, Ac-DEVD-AFC fluorescence rate; active means well fitted inhibition curve with a large enough effect in the main read-out, with a control signal flat, not every such curve was filed as active; inconclusive means small, poorly fitted or top-dose-only effect, or a change in a side signal; further: potency means the concentration at half of the fitted maximal effect; % of control where 0% means no effect
Target sequence (P55210 24-198 limits assumed): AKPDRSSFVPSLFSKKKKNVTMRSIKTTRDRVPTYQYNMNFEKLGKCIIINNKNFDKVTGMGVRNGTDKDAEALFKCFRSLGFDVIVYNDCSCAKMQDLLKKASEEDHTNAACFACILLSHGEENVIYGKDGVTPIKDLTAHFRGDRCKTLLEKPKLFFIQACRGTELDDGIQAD
Target sequence (P55210 207-303 limits assumed): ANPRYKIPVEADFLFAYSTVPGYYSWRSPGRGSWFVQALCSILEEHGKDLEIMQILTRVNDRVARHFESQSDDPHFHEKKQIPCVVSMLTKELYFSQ
A350 autofl – compounds fluorescent in Alexa 350 spectral region. Compound autofluorescence, 340/450 nm, Alexa 350 dye-equivalents; stronger effect = higher value. max dye-equivalent concentration, M. 59,000 tested, 11% active; in the data active means max dye-equivalent concentration above about 10 nM; inconclusive means mostly about 1.1 nM to 9.6 nM
USP2a inh – inhibitors of human ubiquitin-specific protease USP2a | USP2a enzymatic assay, qHTS inhibition | Potency, µM (series often up to 38.3 µM), for inactives: at the highest dose activity change, negative = inhibition, most hits filed as inhibitors | 60,000 tested, 0.1% active | AID 927;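 further: potency means the concentration at half of the fitted maximal effect; nearly all actives have a fitted effect of over 60% in size; plate controls were DMSO for no effect and NEM full inhibition control for full effect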
Target sequence (O75604 whole entry, looked up): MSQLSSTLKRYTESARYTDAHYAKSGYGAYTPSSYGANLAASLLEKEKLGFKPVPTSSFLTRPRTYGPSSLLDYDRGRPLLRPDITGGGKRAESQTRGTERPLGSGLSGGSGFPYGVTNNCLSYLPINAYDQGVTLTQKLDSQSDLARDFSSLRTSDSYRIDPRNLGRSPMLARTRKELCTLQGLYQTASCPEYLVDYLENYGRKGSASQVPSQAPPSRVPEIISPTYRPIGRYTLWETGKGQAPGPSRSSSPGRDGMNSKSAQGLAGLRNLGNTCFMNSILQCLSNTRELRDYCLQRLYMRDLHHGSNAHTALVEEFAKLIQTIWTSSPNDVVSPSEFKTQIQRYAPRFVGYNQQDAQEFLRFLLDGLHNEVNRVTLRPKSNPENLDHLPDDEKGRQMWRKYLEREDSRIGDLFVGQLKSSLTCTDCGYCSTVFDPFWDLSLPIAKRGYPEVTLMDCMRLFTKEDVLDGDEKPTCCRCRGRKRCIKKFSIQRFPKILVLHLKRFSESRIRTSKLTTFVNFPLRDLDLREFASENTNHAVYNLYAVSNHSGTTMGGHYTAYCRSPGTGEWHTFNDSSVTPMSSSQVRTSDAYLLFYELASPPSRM
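Coupled readout: USP2-cleaved Ub-PLA2 (20nM final) turns over NBD C6-HPC (20uM final), Ex 460nm/Em 535nm after 2.5 h, time-zero read flagging artifacts. Enzyme (20nM final, pH 8.0 Tris) given 30 min RT with compound first; NEM defines full inhibition.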
Fluorescein autfl – fluorescein region autofluorescence; Compound autofluorescence, 480/540 nm, fluorescein-equivalent; stronger effect = higher value; max fluorescein-equivalent concentration, M; 59,000 tested, 0.91% active; AID 593; in the data active means max fluorescein-equivalent concentration above about 10 nM; inconclusive means between about 1.1 nM and that limit
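Normalized response (dye-equivalent concentration) derives from comparing each well's 540 nm emission, under 480 nm excitation, with plate-resident fluorescein standards. Compounds were held in 100 mM Tris, pH 8.0, for 15 min at room temperature.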
4-MU autofl – compound fluoresces in the 4-MU spectral region; compound autofluorescence, 340/450 nm, 4-MU equivalents; stronger effect = higher value; max dye-equivalent concentration, M; 59,000 tested, 11% active; AID 589; in the data active means max dye-equivalent concentration above about 10 nM; inconclusive means mostly about 1.1 nM to 9.6 nM
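Intrinsic fluorescence at 340/450 nm (ex/em) was read after 15 min at room temperature in pH 8.0, 100 mM Tris. Each compound concentration expressed as 4-MU-equivalent concentration from a six-point 4-MU standard series on each plate.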
HEK293 cAMP cs – counter-screen for TSHR agonists: cAMP increase in parental HEK293; parental HEK293 CNG cAMP sensor, membrane potential fluorescence; Potency, µM (top dose mostly 57.1 µM), for the others: at the top dose activation, usual class: activators; 73,000 tested, 2.5% active; AID 938; further: potency means the concentration at half of the fitted maximal effect; % of control where 0% means no effect; nearly all actives have a fitted effect of over 55% in size
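Parental HEK 293 cells stably expressing a cAMP-gated CNG channel were loaded with membrane potential dye containing 100 uM RO 20-1724 for 60 min. Compound added for 30 min; depolarization read as fluorescence intensity at 590 nm.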
BRCT inh green – inhibitors of human BRCA1 BRCT-phosphoprotein interaction (green fluorophore) | P38398 | AID 875 | BRCA1 BRCT-phosphopeptide binding, green fluorescence polarization | 75,000 tested, 0.05% active | Potency, µM (titrated, usually from 76.9 µM), for the others: at the top dose activity change, negative = inhibition, usual class: inhibitors;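 further: potency means the concentration at half of the fitted maximal effect; plate controls were peptide without protein for full effect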
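Fluorescence polarization: His-tagged BRCT (~35 kDa BRCA1 C-terminus, 250 nM) bound to 100 nM fluorescein-labeled phosphorylated 10-aa BACH1 peptide, pH 7.3 phosphate buffer with DTT and Tween 20. Compounds incubated 12 min at room temperature; inhibition read as lowered polarization.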
Numbers without * were called inactive; i = inactive; ? = inconclusive; . = no result given; [ ] = remark or other dose. Unless noted, the call rests on the fitted dose curve; in most records, active means well fitted curve in the direction sought with a large enough effect; inconclusive means small, poorly fitted or top-dose-only effect, or another doubt; inactive means no such curve, though single readings can be large; an effect the other way counts as inactive or inconclusive. An excerpt (hit frequency here may not be typical).

Each structure is followed by: BRCT inh green	Caspase-7 inhib	Ub-GFP proteasome	HEK293 cAMP cs	Epigenetic mod	BRCT inh red	4-MU autofl	A350 autofl	USP2a inh	Fluorescein autfl	Casp1 inh
- Cn1c(=NC(=O)CSCC(=O)N2CCCCC2)sc2ccccc21
  -0.6%	1%	-8%	-1%[2.29 µM]	-2%	-0.1%	?	?	2%	i	1%
- COc1cccc(C(=O)CSc2nnc(CNS(=O)(=O)c3ccc(C)cc3)n2C)c1
  -1.4%	0%	-1%	18%	-1%	-1.4%	i	i	39%[activator]	?	-1%
- CCCC1CCC(C(=O)Nn2c(C)nc3ccccc3c2=O)CC1 (stereo not drawn)
  -0.2%	-4%	0%	26%	6%	-0.2%	i	i	15%	i	-1%
- c1cncc(CNc2c3c(nc4nnnn24)CCCC3)c1
  0.6%	1%	12%	-2%	2%	-0.1%	i	i	-1%	i	1%
- O=C(CSc1nnc2sc3ccccc3n12)N1CCN(c2ccccc2)CC1
  -0.3%	0%	-3%	-1%	5%	-1.5%	i	i	21%	i	0%
- CC(NC(=O)CN1CCN(Cc2ccc(Cl)cc2)C1=O)c1ccc2c(c1)OCCO2 (stereo not drawn)
  -0.4%	-3%	6%	3%	3%	0.6%	.	.	.	.	-1%
- CCn1cnc2sc(C(=O)O)c(C)c2c1=O
  4.8%	-1%	-2%	5%	6%	-0.5%	i	i	-5%	i	-1%
- O=C(NCCc1ccccc1)c1cnn2c(C(F)F)cc(C3CC3)nc12
  4.6%	-2%	1%	?	6%	-3.4%	1.3e-08M*	1.5e-08M*	3%	?	-2%
- COc1ccc(NC(C)=O)cc1NC(=O)CCn1c(=O)sc2ccccc21
  -0.2%	-2%	4%	7%	6%	0.1%	1.6e-08M*	1.9e-08M*	11%	?	-3%
- CCN(CC)S(=O)(=O)c1ccc2oc(SCC3CN=C(c4ccc(OC)cc4)S3)nc2c1 (stereo not drawn)
  2.8%	-3%	-2%	?	-4%	-1.0%	?	?	36%[activator]	i	-1%
- O=C(COC(=O)CCNS(=O)(=O)c1ccc(Cl)cc1)NCc1ccco1
  -1.9%	0%	3%	-6%	-1%	-2.4%	i	i	12%	?	0%
- O=C1CC(c2ccccc2)Sc2ccccc2N1 (stereo not drawn)
  1.1%	-1%	1%	?	-3%	-1.6%	i	i	-7%	i	1%
- c1coc(-c2nnc3n2C2(CCCC2)Cc2ccccc2-3)c1
  0.2%	-1%	4%	?	-2%	-1.5%	i	i	-19%	?	-1%
- C=CCSC1=N/C(=C\c2ccc(C)o2)C(=O)S1
  -3.1%	-13%	-6%	8%	0%	0.1%	.	.	22%	.	-6%
- Cc1cc(NC(=O)CSc2nc(-c3ccco3)cc(C(F)(F)F)n2)no1
  -1.8%	1%	-3%	14%	5%	0.7%	i	i	3%	i	1%
- CCOC(=O)CSc1nc2cc3c(cc2cc1C#N)OCO3
  -0.1%	-22%	-6%	?	?	-2.4%	1.1e-07M*	1.2e-07M*	12%	i	-15%
- COC(=O)[C@@H]1C[C@H]1[C@@H](NC(=O)c1ccccc1)c1ccccc1
  -0.3%	-2%	.	25µM*	.	-3.7%	.	.	.	.	4%
- CCOC(=O)c1ccccc1NC(=O)CSc1nnc(COc2ccccc2)n1CC
  2.3%	-6%	-1%	16µM*	-1%	-1.4%	i	i	.	i	-3%
- CCP(=O)(CC)c1cccc(N)c1
  -0.7%	-1%	0%	-7%	4%	-1.7%	i	i	-7%	i	-1%
- Cc1ccc(C)n1-c1cc(S(=O)(=O)N2CCOCC2)ccc1N1CCCC1
  -3.0%	-12%	-1%	?	3%	0.9%	1e-08M*	1.1e-08M*	7%	i	-13%
- CCN(CC)c1ccc(N2C(=O)c3ccccc3C2=O)cc1
  -3.0%	-4%	-12%	13%	0%	1.3%	.	.	.	.	1%
- CCCc1[nH]nc2c1C(c1ccc(Br)s1)C(C#N)=C(N)O2 (stereo not drawn)
  -1.2%	-2%	-15%	?	10%	-0.5%	i	i	9%	i	-6%
- Cc1cc(Cl)c2c(c1)[C@]1(C(=O)N2)[C@@H]2C(=O)N(Cc3ccccc3)C(=O)[C@@H]2[C@@H]2CCCN21
  3.4%	-6%	-7%	-2%	-3%	-0.8%	i	i	45%[activator]	i	-4%
- COc1ccc(-c2ccc(-c3noc(-c4cccc(OC)c4)n3)c(OC)n2)cc1
  -2.1%	-3%	-2%	?	6%	-0.4%	6.5e-07M*	8.5e-07M*	-2%	?	-5%
- CC(C)(C)C(=O)C1C(=O)c2ccccc2C1=O
  -2.3%	-1%	.	20%	.	1.4%	.	.	.	.	0%
- COc1ccc(NC(=O)CSc2nnc(CNC(=O)COc3ccc(Cl)cc3)o2)c(OC)c1
  -1.4%	0%	2%	1%	2%	1.0%	i	i	17%	i	-1%
- CC(C(=O)Nc1ccc(S(=O)(=O)N2CCOCC2)cc1)N(c1ccccc1)S(C)(=O)=O (stereo not drawn)
  -1.9%	1%	1%	-5%	0%	-0.4%	i	i	41%[activator]	?	2%
- CCCc1nc2ccccc2c(=O)n1/N=C/c1ccc(O)cc1
  0.5%	-1%	3%	9%	6%	1.9%	i	i	24%	i	-1%
- O=c1[nH]c(CN2CCc3ccccc3C2)nc2ccccc12
  -1.1%	-7%	-7%	0%	2%	0.9%	4.3e-08M*	4.9e-08M*	9%	?	-7%
- Cc1ccc(-c2nc3ncccn3c2Nc2ccc3c(c2)OCO3)o1
  -6.1%	-8%	-12%	-24%	0%	-2.8%	i	i	13%	i	-7%
- COc1ccccc1-c1noc(CCC(=O)Nc2cc(C(F)(F)F)ccc2Cl)n1
  2.6%	-4%	7%	?	0%	-0.8%	i	i	11%	i	-6%
- CCC[C@@H]1C[C@@]1(CCC)C(NC(=O)c1ccco1)c1ccc(Cl)cc1 (stereo partly drawn)
  -0.3%	-4%	.	10µM*	.	-0.5%	.	.	.	.	-3%
- COc1ccc(CC(C)N2CCN(c3ccccc3OC)CC2)cc1OC (stereo not drawn)
  -0.1%	3%	3%[9.17 µM]	2%[11.4 µM]	-2%	0.8%	.	.	5%[7.66 µM]	.	0%
- COc1ccc(C2(O)CCN(Cc3nnnn3Cc3ccc(F)cc3)CC2)cc1
  -1.0%	2%	4%	6%	0%	-3.2%	i	i	13%	i	-1%
- COc1ccc(OCC(O)CNCc2ccco2)cc1 (stereo not drawn)
  -2.3%	1%	3%	14%	2%	-0.8%	.	.	3%	.	-1%
- CCC(=O)Nc1ccc(F)c(Cl)c1
  -0.4%	-1%	-17%	?	0%	0.2%	.	.	-5%	.	-1%
- COc1ccc(-c2ccc(-c3noc(-c4ccccc4)n3)c(OC)n2)cc1
  -0.5%	-10%	0%	18%	0%	-1.3%	9.1e-08M*	1.2e-07M*	37%[activator]	?	-8%
- COCCn1c(SCC(=O)OCc2ccccc2)nc2c1c(=O)[nH]c(=O)n2C
  -0.5%	-4%	2%	6%	.	2.3%	.	.	.	.	-6%
- CCN1CCN(C(=O)CS(=O)(=O)Cc2nc(-c3ccc(C)cc3)oc2C)CC1
  -2.5%	-2%	15%	13%	-9%	0.5%	.	.	.	.	1%
- CCOC(=O)C1=C(C)N=C2SCCC(=O)N2C1c1ccc(C(=O)OC)cc1 (stereo not drawn)
  1.4%	1%	12%	21%	1%	0.4%	i	i	5%	?	1%
- CC(C)[C@@H](OCc1ccccc1)[C@H](C)CO/N=C1/[C@H]2OC2[C@@H](O)[C@H]2[C@H]1CCn1c(=O)n(-c3ccccc3)c(=O)n12 (stereo partly drawn)
  -0.9%[15.4 µM]	-4%[11.5 µM]	.	-1%[11.4 µM]	.	1.1%[15.4 µM]	.	.	.	.	2%[11.5 µM]
- CC(Oc1ccccc1)C(=O)N1CCCc2ccccc21 (stereo not drawn)
  -1.8%	0%	3%[9.17 µM]	15%[11.4 µM]	-2%	-0.6%	.	.	6%[7.66 µM]	.	-2%
- CCCCNC(=O)CCn1c(=O)c2ccccc2n(CC(=O)N2CC(C)CC(C)C2)c1=O (stereo not drawn)
  -0.2%	1%	12%	10%	0%	0.7%	i	i	9%	i	-1%
- O=C(c1ccco1)N1CCC[C@@]2(CCN(Cc3ccccc3)C2)C1
  -1.8%	1%	-8%	18%	-3%[9.22 µM]	-1.4%	i	i	32%[activator]	?	0%
- Cc1cc(OCC(=O)N2CCOCC2)cc2oc(=O)c3ccccc3c12
  1.2%	0%	4%	-2%	10%	0.3%	1.4e-07M*	1.8e-07M*	8%	i	-4%

Two of the compounds above, with tabs:
molecule	BRCT inh green	Caspase-7 inhib	Ub-GFP proteasome	HEK293 cAMP cs	Epigenetic mod	BRCT inh red	4-MU autofl	A350 autofl	USP2a inh	Fluorescein autfl	Casp1 inh
CC(NC(=O)CN1CCN(Cc2ccc(Cl)cc2)C1=O)c1ccc2c(c1)OCCO2 (stereo not drawn)	-0.4%	-3%	6%	3%	3%	0.6%	.	.	.	.	-1%
CCn1cnc2sc(C(=O)O)c(C)c2c1=O	4.8%	-1%	-2%	5%	6%	-0.5%	i	i	-5%	i	-1%

Screening results deposited in PubChem by National Center for Advancing Translational Sciences (NCATS).
